Screening data from PubChem BioAssay.
MLLE-PAM2 inh: inhibitors of PABP1 MLLE–PAM2 peptide binding, primary screen, biochemical, fluorescence polarization, FITC-PAM2, GST-MLLE; Polyadenylate-binding protein 1 (Homo sapiens), P11940; hit rate 0.36% among 360,000; inhibition, % at 20 µM; in the data active means inhibition above about 35%, passing the limit was not always enough;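 further: plate controls were DMSO wells with GST-MLLE for no effect and wells lacking GST-MLLE protein for full effect; some results filed as inactive read as strong as hits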
FAS TE block: FAS thioesterase domain inhibitors, primary screen, biochemical, fluorescence intensity, uHTS; Fatty acid synthase (Homo sapiens), P49327; recombinant FAS-TE, OMFH fluorogenic substrate, fluorescence endpoint; inhibition, % at 15 µM; hit rate 0.67% among 360,000; AID 602261, 2012;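 active means compounds whose normalised, plate-corrected inhibition of enzyme fluorescence in the single-dose primary screen is 50% or more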;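 further: 0% = DMSO with enzyme and 100% = substrate without enzyme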
Tb MetRS inh: T. brucei MetRS inhibitors, primary screen, biochemical, luminescence | inhibition, % at 11.9 µM | methionyl-tRNA synthetase (Trypanosoma brucei brucei) | hit rate 0.4% among 360,000 | purified T. brucei MetRS, ATP depletion, Kinase-Glo luminescence;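 active means inhibition above a per-plate cutoff of the control wells' mean inhibition plus 3 SD, cut at about 5.5% in these data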;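 further: 0% = DMSO wells median and 100% = median of wells with control inhibitor compound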
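assay system = parasite MetRS enzyme | timing = 15 min preincubation, 2 h reaction, all 25 °C | evaluation = percent inhibition relative to median high and low control wells | medium = HEPES buffer containing pyrophosphatase, BSA, spermine, DTT | compound = single dose, 11.9 µM final nominal, 0.9% final DMSO | detection = Kinase-Glo luminescence, ATP depletion format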
SKN-1 inh: suppressors of acrylamide-induced Pgst-4::GFP reporter in worms, primary screen, SKN-1 inhibitor project, whole organism, uHTS, GFP/RFP fluorescence ratio, strain VP596; C. elegans VP596 Pgst-4::GFP/RFP ratio, 24 h; inhibition, % at 21.8 µM; hit rate 0.49% among 360,000;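 active means interference check ratio from 0.5 to 1.5 plus GFP to RFP signal ratio inhibition reaching or exceeding a fixed threshold, cut at about 30% in these data, passing the limit was not always enough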; further: some compounds called inactive have numbers as strong as hits
CendR NRP1 mod: modulators of CendR peptide binding to NRP-1, primary screen, biochemical, fluorescence polarization, uHTS; Neuropilin-1 (Homo sapiens), O14786; FAM-RPARPAR peptide binding to NRP-1; inhibition, % at 25 µM; hit rate 0.85% among 360,000;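 active means inhibition or corrected inhibition above about 18%, plus a signal ratio from 0.5 to 1.5, limit read from the data, passing the limit was not always enough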; further: strong numbers were not always called active
MT1-MMP act inh: blockers of MT1-MMP proenzyme processing, primary screen, HT1080 RFP-PRO-GFP cells, GFP/RFP fluorescence | Matrix metalloproteinase-14 (Homo sapiens), P50281 | GFP/RFP ratio fluorescence, overnight; percent of plate control window, DMSO zero | GFP/RFP ratio change, % at 20 µM | hit rate 0.061% among 360,000;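 active means GFP/RFP ratio change of at least 30% with cell ATP level not reduced by more than half and red fluorescence within 50% of control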; further: strong numbers were not always called active
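Test system: HT1080 cells expressing an RFP-PRO-GFP fluorescent reporter construct / Compound dosing: single-point 20 µM compound, 1% DMSO / Schedule: cells overnight before dosing, compound overnight, 37 °C, 5% CO2 / Evaluation: GFP/RFP fluorescence ratio / Control set: DMSO and RFP-L50D-GFP cell wells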
bovine MsrA act: bovine MsrA enzyme activators, primary screen, biochemical, absorbance, HTS | hit rate 0.3% among 360,000 | purified bovine MsrA, absorbance read-out | AID 602163, 2012 | activation, % at 10.6 µM | Methionine sulfoxide reductase A (Bos taurus); in the data active means activation above about 7.5%;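 further: 0% = vehicle and 100% = reference activator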
E coli Lon inh: inhibitors of E. coli Lon protease, primary screen, biochemical, fluorescence polarization; P0A9M0; purified E. coli Lon protease; inhibition, % at 7.94 µM; hit rate 0.42% among 360,000; in the data active means inhibition above about 13%, passing the limit was not always enough;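 further: 0% = enzyme with probe and DMSO and 100% = no enzyme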
Target sequence (P0A9M0 whole entry, looked up): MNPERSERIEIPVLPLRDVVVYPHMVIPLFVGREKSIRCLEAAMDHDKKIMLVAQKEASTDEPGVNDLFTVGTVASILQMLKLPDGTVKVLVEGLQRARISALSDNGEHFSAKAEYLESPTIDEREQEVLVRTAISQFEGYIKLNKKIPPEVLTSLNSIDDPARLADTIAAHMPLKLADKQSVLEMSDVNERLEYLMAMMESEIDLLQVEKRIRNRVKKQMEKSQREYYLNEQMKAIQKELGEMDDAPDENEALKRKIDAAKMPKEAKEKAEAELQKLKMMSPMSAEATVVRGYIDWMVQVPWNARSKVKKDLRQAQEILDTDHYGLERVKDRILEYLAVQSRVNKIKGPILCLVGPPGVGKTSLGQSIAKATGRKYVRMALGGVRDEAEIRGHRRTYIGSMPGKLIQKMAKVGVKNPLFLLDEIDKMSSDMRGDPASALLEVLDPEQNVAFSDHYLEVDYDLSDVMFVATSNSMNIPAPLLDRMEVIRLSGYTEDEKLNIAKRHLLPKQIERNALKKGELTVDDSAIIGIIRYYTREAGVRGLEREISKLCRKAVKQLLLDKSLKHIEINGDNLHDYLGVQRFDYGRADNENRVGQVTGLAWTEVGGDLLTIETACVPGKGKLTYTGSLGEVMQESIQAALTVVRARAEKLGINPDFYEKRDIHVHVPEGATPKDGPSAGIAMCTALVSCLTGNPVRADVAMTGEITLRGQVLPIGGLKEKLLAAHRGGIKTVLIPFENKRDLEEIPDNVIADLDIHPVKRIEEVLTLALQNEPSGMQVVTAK
MsrA inhibitor: bovine MsrA enzyme inhibitors, primary screen, biochemical, absorbance, HTS. Methionine sulfoxide reductase A (Bos taurus). purified bovine MsrA, absorbance read-out. inhibition, % at 15.5 µM. hit rate 0.75% among 360,000. AID 651718, 2012; in the data active means inhibition above about 4.5%;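 further: 0% = vehicle wells with enzyme and 100% = reference inhibitor wells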
* = called active by the depositor; nt = not tested or not shown.

[1] CN(Cc1ccc(F)cc1)S(=O)(=O)c1nnc(NC(=O)c2ccccc2Br)s1
[2] CCC(C)(C)n1nnnc1C(c1cc(OC)c(OC)c(OC)c1)N1CCN(c2ccccc2)CC1 (stereo not drawn)
[3] CSCCC(=O)N1CCCC(CNC(=O)c2ccc(-c3ccccc3)cc2)C1 (stereo not drawn)
[4] CC(C)c1ccc(C2(C)NC(=O)N(CC(=O)NC3CCCC(C)C3C)C2=O)cc1 (stereo not drawn)
[5] Cc1ccc(CN2C(=O)C(=O)N(CC(N)=O)C2=O)cc1
[6] Cc1cc(C)nc(NC(=S)Nc2ccccc2)n1

assay / entry,1,2,3,4,5,6
MLLE-PAM2 inh,-1,9,2,0,-9,25
FAS TE block,-2,1,-2,11,-7,-3
Tb MetRS inh,0.0,-1.1,-0.4,-0.4,0.3,2.4
SKN-1 inh,4,22,3,-15,25,-13
CendR NRP1 mod,-5,6,13,-5,2,1
MT1-MMP act inh,-1,-4,-2,1,1,0
bovine MsrA act,-3,-4,-4,0,-1,-3
E coli Lon inh,-9,0,8,9,1,-5
MsrA inhibitor,1.1,1.2,-0.4,-0.2,1.2,-0.1

Compound profiles, from the list above:
`Cc1ccc(CN2C(=O)C(=O)N(CC(N)=O)C2=O)cc1` in the list: MLLE-PAM2 inh = -9; FAS TE block = -7; Tb MetRS inh = 0.3; SKN-1 inh = 25; CendR NRP1 mod = 2; MT1-MMP act inh = 1; bovine MsrA act = -1; E coli Lon inh = 1; MsrA inhibitor = 1.2
`CCC(C)(C)n1nnnc1C(c1cc(OC)c(OC)c(OC)c1)N1CCN(c2ccccc2)CC1` (stereo not drawn) in the list: MLLE-PAM2 inh = 9; FAS TE block = 1; Tb MetRS inh = -1.1; SKN-1 inh = 22; CendR NRP1 mod = 6; MT1-MMP act inh = -4; bovine MsrA act = -4; E coli Lon inh = 0; MsrA inhibitor = 1.2

Continued.
[7] Cc1nn(CC(=O)N(C)Cc2ccccc2)c(=O)c2cccn12
[8] c1ccc(-c2nnc(-c3ccccc3)c(-c3c[nH]c4ccccc34)n2)cc1
[9] CSc1nc(NCc2ccco2)c2ccccc2n1
[10] CC(=O)N1c2ccc(S(=O)(=O)NCCC(=O)NCCc3cccc(C)c3)cc2CC1C (stereo not drawn)
[11] COc1ccccc1C1Nc2ccccc2NC2=C1C(=O)CC(C)(C)C2 (stereo not drawn)
[12] O=C(NCCCN1CCCC1=O)Nc1ccc(Cl)cc1

assay / entry,7,8,9,10,11,12
MLLE-PAM2 inh,7,7,3,5,-3,14
FAS TE block,-4,0,5,0,-3,-4
Tb MetRS inh,0.5,-1.0,0.3,-0.6,-0.3,-0.3
SKN-1 inh,2,6,17,-9,-14,-3
CendR NRP1 mod,-2,3,-11,1,9,-4
MT1-MMP act inh,0,-3,11,3,-3,-1
bovine MsrA act,0,-4,-3,-5,-4,-8
E coli Lon inh,-6,-8,-6,-8,-4,3
MsrA inhibitor,0.4,-1.4,0.2,-0.7,5.4*,-0.8

[13] CC(=O)CSc1nnc(-c2ccc(S(=O)(=O)N3CCC(C)CC3)cc2)o1
[14] O=[N+]([O-])c1ccc(F)cc1Oc1nc(-c2cccnc2)nc2ccccc12
[15] CCc1ccc(CNCCNC(=O)c2ccco2)cc1
[16] CCOC(=O)CNC(=O)CSc1nnc(-c2ccco2)n1N
[17] C=C(C)CC(NCc1ccco1)c1ccc(OC)cc1 (stereo not drawn)
[18] O=C(NCc1cccnc1)c1cc(Sc2ccccc2Cl)nc2ccccc12

assay / entry,13,14,15,16,17,18
MLLE-PAM2 inh,-93,-4,17,-5,1,15
FAS TE block,-12,12,2,-12,5,5
Tb MetRS inh,-0.4,0.1,0.1,0.1,-0.7,-0.8
SKN-1 inh,2,6,-11,-3,-11,4
CendR NRP1 mod,2,-4,-22,-12,-17,-14
MT1-MMP act inh,4,-7,-3,0,2,5
bovine MsrA act,-4,2,-1,6,-1,-8
E coli Lon inh,-3,0,2,-3,1,0
MsrA inhibitor,-1.1,-0.9,1.4,0.1,-0.6,1.7

[19] O=C(Nc1ccccc1F)c1ccc(S(=O)(=O)N2CCCCCC2)cc1
[20] O=C(NCc1ccccn1)c1cc2cc(Br)ccc2oc1=O
[21] Cc1ccc2c(c1)N(C(=O)CCC(=O)NCc1cccc(Cl)c1)CC(C)O2 (stereo not drawn)
[22] Cc1ccccc1C(=O)N1CCC(C(=O)NC2CCCC2)CC1
[23] COCc1cccc(-c2csc(C(C)(NC(C)=O)c3ccc(OC)cc3)n2)c1 (stereo not drawn)
[24] O=C(Nc1cccc(Cl)c1)Nc1cccc(Cl)c1

assay / entry,19,20,21,22,23,24
MLLE-PAM2 inh,10,4,4,1,13,-4
FAS TE block,9,2,12,-7,-3,12
Tb MetRS inh,-0.3,-0.5,0.5,-0.5,-0.4,-0.3
SKN-1 inh,5,3,-14,0,1,-21
CendR NRP1 mod,2,7,1,1,-5,22
MT1-MMP act inh,3,2,2,0,-1,1
bovine MsrA act,-10,-2,1,0,-2,-12
E coli Lon inh,-1,-3,-3,-3,-2,-1
MsrA inhibitor,-0.9,nt,-0.1,-1.4,-0.5,0.3

[25] Cc1cc(NC(=O)CN2C(=O)NC3(CCC(C)CC3)C2=O)no1 (stereo not drawn)
[26] O=C(CN1C(=O)c2ccccc2C1=O)Nc1ccc(Cl)cn1
[27] COc1ccc(Cc2nnc(SCC(=O)c3c(N)n(C4CC4)c(=O)[nH]c3=O)o2)cc1
[28] O=C1CCCCN1CC(=O)N1CCCC(N2CCN(c3ccccc3F)CC2)C1 (stereo not drawn)
[29] Cc1nc2ccc(-n3ccc(=O)cc3)cc2s1
[30] Cc1ccccc1CN(C)C(C)C(=O)Nc1ccccc1F (stereo not drawn)

assay / entry,25,26,27,28,29,30
MLLE-PAM2 inh,8,1,-14,19,3,4
FAS TE block,-8,-2,-6,-8,-8,14
Tb MetRS inh,-0.5,-0.4,-0.3,0.3,-0.3,-0.8
SKN-1 inh,7,2,2,-3,-6,2
CendR NRP1 mod,3,4,-10,18,2,9
MT1-MMP act inh,-2,0,0,4,4,0
bovine MsrA act,-3,-11,-1,-1,0,-1
E coli Lon inh,0,-6,-5,3,-5,0
MsrA inhibitor,-0.3,-1.0,-0.2,-0.2,-1.1,0.3

[31] NS(=O)(=O)c1ccc(CCNC(=O)COC(=O)/C=C/c2ccccc2Cl)cc1
[32] Cc1ccc2nc(NC(=O)c3ccc4c(c3)OCO4)sc2c1
[33] Cn1cc(CN2CCC(n3nccc3NC(=O)CCOc3ccccc3)CC2)cn1
[34] COc1ccc(NC(=O)CN(C)C(=O)c2cc3c(cc2Cl)N2CCCCCC2=NS3(=O)=O)cc1
[35] O=C(OCc1cn([C@H]2C[C@H](c3ccccc3)N(C(=O)c3cccs3)C[C@@H]2O)nn1)c1ccccc1
[36] Cc1ccc(NC(=O)CSCC(=O)NCCc2ccccc2)c(C)c1

assay / entry,31,32,33,34,35,36
MLLE-PAM2 inh,-12,0,19,-44,12,-12
FAS TE block,-2,-1,-6,-4,0,-8
Tb MetRS inh,0.1,-0.3,-0.5,-0.7,-1.1,0.1
SKN-1 inh,4,2,0,9,-13,19
CendR NRP1 mod,10,6,6,5,-4,-4
MT1-MMP act inh,1,5,-1,-5,2,-4
bovine MsrA act,-1,-3,-9,-12,-6,-2
E coli Lon inh,-2,6,6,-3,3,4
MsrA inhibitor,0.4,0.9,-1.6,-0.7,0.0,-1.2

[37] O=C(CC(SCCO)c1ccc2c(c1)OCO2)c1ccco1 (stereo not drawn)
[38] CN(C)C(CNC(=O)c1ccc2nccnc2c1)c1ccco1 (stereo not drawn)
[39] O=C(N/N=C/c1ccccc1F)c1csc2c1CCCC2
[40] COc1cc(CCNC2=CC(=O)c3ncccc3C2=O)ccc1O
[41] CC(=O)COc1c(-c2ccco2)oc2ccccc2c1=O
[42] CCOc1cccc(/C(O)=C2/C(=O)C(=O)N(Cc3ccco3)C2c2ccncc2)c1 (stereo not drawn)

assay / entry,37,38,39,40,41,42
MLLE-PAM2 inh,36,-6,2,15,7,16
FAS TE block,-4,-5,10,0,-5,-8
Tb MetRS inh,-1.0,0.0,-0.4,0.1,-0.6,-0.4
SKN-1 inh,19,12,10,16,-4,-15
CendR NRP1 mod,11,-1,-7,22,-1,3
MT1-MMP act inh,2,0,4,14,-5,0
bovine MsrA act,-3,-3,2,5,-5,-4
E coli Lon inh,1,5,-18,1,15,4
MsrA inhibitor,0.4,0.8,0.7,-0.8,4.8*,2.1

[43] COc1cc(NC(=O)C/C(C)=N/NC(=O)Cc2ccc(Cl)cc2)c(OC)cc1Cl
[44] Cc1ccc(S(=O)(=O)NCCC(=O)Nc2ccc(Cl)c(Cl)c2)cc1C
[45] CC(=O)c1cccc(NC(=O)c2ccco2)c1
[46] CC(C)NC(=O)c1ccc(COCC(F)(F)C(F)F)cc1
[47] CC(C)OC(=O)Nc1ccc(Oc2c(F)c(F)c(F)c(F)c2F)cc1
[48] COc1cc(Br)c(CCNC(=O)Cc2ccccc2)cc1OC

assay / entry,43,44,45,46,47,48
MLLE-PAM2 inh,-7,-4,-7,7,1,5
FAS TE block,-2,12,-7,-9,1,-12
Tb MetRS inh,0.1,5.3,-0.6,-1.5,-1.4,-0.6
SKN-1 inh,3,8,2,-4,7,14
CendR NRP1 mod,3,10,16,0,12,-20
MT1-MMP act inh,4,-1,-2,1,-2,4
bovine MsrA act,-3,-10,0,-11,-12,-1
E coli Lon inh,-6,7,-1,-3,5,-6
MsrA inhibitor,1.6,1.3,-0.1,0.2,-0.4,-0.9

[49] Nc1nnc(SCC(=O)N2CCN(c3ccccc3)CC2)s1
[50] CCN(CC)C(=O)c1sc2c(c1C)c(=O)n(-c1ccc(OC)cc1OC)c(=O)n2CC(=O)c1ccccc1
[51] CCOc1ccc(Nc2nc(N)c([N+](=O)[O-])c(NCc3ccccc3)n2)cc1
[52] COCCN(C(=S)Nc1ccc(C)c(C)c1)C(C)c1ccco1 (stereo not drawn)
[53] COc1ccc(C(OC(=O)c2cccs2)C(=O)NCC2CCCO2)cc1 (stereo not drawn)
[54] COc1ccc(CCNC(=O)C(=O)NCC2OCCN2S(=O)(=O)c2ccccc2)cc1 (stereo not drawn)
[55] COc1ccc(Cl)cc1S(=O)(=O)N1CCCC(C(=O)NCc2ccncc2)C1 (stereo not drawn)

assay / entry,49,50,51,52,53,54,55
MLLE-PAM2 inh,29,6,3,-56,-8,1,3
FAS TE block,-8,9,24,19,-4,-2,-4
Tb MetRS inh,-0.1,0.1,0.7,-0.1,-0.7,-0.6,-0.4
SKN-1 inh,-15,2,-5,2,-5,6,19
CendR NRP1 mod,-12,-8,-5,8,0,-1,-8
MT1-MMP act inh,-2,-1,6,5,8,5,0
bovine MsrA act,1,-1,-2,-2,-2,2,-6
E coli Lon inh,-2,-1,-2,-6,-2,3,-13
MsrA inhibitor,0.7,-1.0,-0.9,-1.5,-0.5,-1.0,0.5
